PAFAH1B2 FP inh: inhibitors of human PAFAH1B2. 1.2% of 340,000 active. AID 492953. recombinant PAFAH1B2, FP-rhodamine activity probe, fluorescence polarization. P68402. inhibition, % at 3.39 µM;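 active = inhibition above the mean of all tested compounds plus 3 SD, cut at about 24% in these data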;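 note: 0% = enzyme with DMSO and 100% = wells lacking PAFAH1B2; many of its hits are not listed in these tables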
pPAFAH inh: pPAFAH (human) enzyme inhibition | Q13093 | recombinant pPAFAH, FP-rhodamine probe fluorescence polarization | inhibition, % at 3.39 µM | 1.5% of 330,000 active | AID 463082;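 active = inhibition above the mean inhibition across the screen plus 3 SD, cut at about 25% in these data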;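 note: inhibitors block binding of the rhodamine activity-based probe so polarization drops; 0% = enzyme with DMSO and 100% = wells lacking pPAFAH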
Target sequence (Q13093 whole entry, looked up): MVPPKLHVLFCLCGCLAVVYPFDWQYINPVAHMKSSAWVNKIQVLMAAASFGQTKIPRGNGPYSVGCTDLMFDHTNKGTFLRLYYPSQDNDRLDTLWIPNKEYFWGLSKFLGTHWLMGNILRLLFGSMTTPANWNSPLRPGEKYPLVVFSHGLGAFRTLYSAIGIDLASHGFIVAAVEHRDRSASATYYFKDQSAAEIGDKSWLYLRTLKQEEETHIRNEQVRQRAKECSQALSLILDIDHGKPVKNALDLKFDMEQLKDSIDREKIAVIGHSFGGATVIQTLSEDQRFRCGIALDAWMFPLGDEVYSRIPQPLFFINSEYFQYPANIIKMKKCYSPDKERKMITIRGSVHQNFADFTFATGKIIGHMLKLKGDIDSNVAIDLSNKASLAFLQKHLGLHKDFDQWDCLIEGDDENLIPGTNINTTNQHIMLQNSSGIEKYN
PREPL inhibitor: human PREPL enzyme inhibition; Q4J6C6; 0.68% of 320,000 active; recombinant PREPL, fluorescence polarization activity-based probe; inhibition, % at 5.96 µM; in the data active = inhibition above about 43%;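 note: 0% = enzyme with DMSO and 100% = wells lacking enzyme; many of its hits are not listed in these tables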
LYPLA1 counter: blocks human lysophospholipase 1, a PME1 counter-screen; recombinant LYPLA1, FP-Rh probe fluorescence polarization; 0.16% of 320,000 active; inhibition, % at 5.9 µM; O75608;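 active = inhibition above the mean of all tested compounds plus 3 SD, set per campaign, cut at about 14% in these data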;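 note: inhibitors block serine hydrolase probe labeling of LYPLA1 so polarization falls; 0% = enzyme with DMSO and 100% = wells lacking LYPLA1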
PME-1 primary: blocks human protein phosphatase methylesterase 1 | inhibition, % at 5.9 µM | 0.53% of 320,000 active | AID 2130 | Q9Y570 | recombinant PME-1, FP-Rh probe fluorescence polarization;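 active = inhibition above the campaign mean of all compounds plus 3 SD, cut at about 26% in these data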;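 note: competitive labeling of PME-1 active site by serine hydrolase directed probe; 0% = PME-1 with DMSO and 100% = wells lacking PME-1 enzyme; inhibitors block probe labeling so polarization falls and inhibition rises; many of its hits are not listed in these tables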
LYPLA2 inh: LYPLA2 (human) inhibition in PME1 counter-screen. recombinant LYPLA2, FP-Rh probe fluorescence polarization. inhibition, % at 5.9 µM. O95372. 0.38% of 320,000 active;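 active = inhibition above the screen-wide mean plus 3 SD, limit set per campaign, cut at about 26% in these data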;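 note: 0% = LYPLA2 with DMSO and 100% = wells lacking LYPLA2 enzyme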
PAD4 FP inh: PAD4 (human) enzyme inhibition; Q9UM07; recombinant PAD4, RCA probe fluorescence polarization; inhibition, % at 6.36 µM; 0.41% of 330,000 active;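 active = percent inhibition above a cutoff equal to the mean of all tested compounds plus 3 SD, cut at about 15% in these data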;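 note: 0% = PAD4 with RCA probe and DMSO and 100% = probe without PAD4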
Target sequence (Q9UM07 whole entry, looked up): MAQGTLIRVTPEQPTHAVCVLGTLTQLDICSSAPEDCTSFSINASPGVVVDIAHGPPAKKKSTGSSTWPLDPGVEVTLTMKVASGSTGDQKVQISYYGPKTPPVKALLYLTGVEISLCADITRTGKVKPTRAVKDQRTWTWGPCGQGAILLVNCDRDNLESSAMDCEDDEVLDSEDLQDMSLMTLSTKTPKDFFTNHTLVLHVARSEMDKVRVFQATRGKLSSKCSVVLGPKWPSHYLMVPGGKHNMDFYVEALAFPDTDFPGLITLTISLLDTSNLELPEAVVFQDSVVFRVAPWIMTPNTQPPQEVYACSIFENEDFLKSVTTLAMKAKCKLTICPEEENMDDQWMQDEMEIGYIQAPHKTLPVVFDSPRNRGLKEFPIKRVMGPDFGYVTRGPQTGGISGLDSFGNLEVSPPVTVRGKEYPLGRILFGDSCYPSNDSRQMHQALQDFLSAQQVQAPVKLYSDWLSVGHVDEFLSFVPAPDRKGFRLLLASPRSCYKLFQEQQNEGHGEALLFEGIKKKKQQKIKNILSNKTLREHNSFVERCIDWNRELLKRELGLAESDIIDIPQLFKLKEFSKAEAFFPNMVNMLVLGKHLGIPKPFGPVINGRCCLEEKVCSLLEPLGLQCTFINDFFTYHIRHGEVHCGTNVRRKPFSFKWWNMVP
GSTO1 counter: counter-screen for RBBP9 inhibitors: inhibitors of human GSTO1. P78417. recombinant GSTO1, activity-based probe fluorescence polarization. inhibition, % at 5.96 µM. 1.1% of 300,000 active. AID 1974;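 active = inhibition above the campaign mean inhibition plus 3 SD, cut at about 35% in these data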;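 note: 0% = GSTO1-1 with DMSO and 100% = wells lacking GSTO1-1 enzyme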
PAFAH1B3 inh: inhibitors of human PAFAH1B3; Q15102; inhibition, % at 3.39 µM; recombinant PAFAH1B3, FP-rhodamine probe, fluorescence polarization; 0.28% of 340,000 active; AID 492972;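 active = inhibition above the screen-wide average of all tested compounds plus 3 SD, cut at about 25% in these data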;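 note: 0% = enzyme with DMSO only and 100% = wells lacking PAFAH1B3 protein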
An asterisk follows results filed as active; . = no result given. Some of the compounds tested; rates above refer to the full screens.

SMILES	PAFAH1B2 FP inh	pPAFAH inh	PREPL inhibitor	LYPLA1 counter	PME-1 primary	LYPLA2 inh	PAD4 FP inh	GSTO1 counter	PAFAH1B3 inh
Cc1nn(CCC(=O)N2CCN(S(=O)(=O)c3ccccc3)CC2)c(C)c1C	7	1	17	4	0	-4	6	-4	-1
COc1ccccc1C(=O)N/N=C/c1c[nH]c2ccccc12	4	6	14	2	2	1	3	-3	11
Cc1ccc(NC(=O)C2(c3ccccc3)CC2(Cl)Cl)cc1C (centres undefined)	17	0	-13	-3	-6	0	0	3	-2
Cc1ccc2nc(SCc3nc4c(cnn4-c4ccccc4)c(=O)[nH]3)[nH]c2c1	7	19	-5	-8	-45	0	3	-5	1
COc1ccc(OCC(O)Cn2c(Nc3ccccc3)nc3c2c(=O)n(C)c(=O)n3C)cc1 (centres undefined)	-2	-5	-9	3	11	1	-4	8	4
CCOCCSC1=C(C#N)C(c2cccs2)C(C(C)=O)=C(C)N1 (centres undefined)	5	1	6	-2	15	2	-4	2	1
CCOc1ccccc1NC(=O)CCS(=O)(=O)c1ccc2c(c1)CCN2C(C)=O	4	1	13	2	6	0	0	-1	6
CC(=O)Nc1ccc(N/C=C/C(=O)c2ccc(C)o2)cc1	-3	6	3	-1	1	6	-1	-3	-5
COc1ccc(-c2n[nH]c(=S)n2-c2ccc(C)cc2)cc1OC	4	4	-2	0	3	2	5	-2	5
Cc1cc(C)cc(N(CC(=O)N2CC=C(c3ccccc3)CC2)S(=O)(=O)c2c(C)noc2C)c1	0	-1	16	-1	3	3	-3	2	5
Cc1c(C)c2cc(Cl)c(OCC(=O)NCCCn3ccnc3)cc2oc1=O	6	1	3	2	-3	4	-1	1	9
Cc1nc(CCNC(=O)Cc2ccc(Cl)cc2)cs1	8	6	-11	1	-5	-4	-4	1	-8
CC(C)(C)c1ccc(C(=O)NCCNC(=O)c2ccco2)cc1	5	1	-9	2	2	2	-7	5	4
O=C(COC(=O)Cc1c(Cl)cccc1Cl)NC1CCCC1	6	0	14	.	.	.	1	.	0
COc1cccc(/C=N/NC(=O)C[n+]2ccccc2)c1O	2	7	0	-1	4	-1	-6	-4	8
Cc1cc2c(NC(=O)CCCC(=O)O)cccc2nn1	1	0	11	0	-1	4	-6	6	1
CCc1cccc(C)c1NC(=O)c1cccc(N(C)C)c1	4	6	5	3	2	3	-6	-9	11
CCOc1ccc(-c2nc(-c3cccnc3)no2)cc1OCC	0	-8	-16	-4	-2	3	-4	-2	3
O=c1[nH]c(/C(Cl)=C/c2cc(Cl)ccc2O)nc2cc(Cl)ccc12	-4	-1	1	-12	-9	-14	-2	-38	4
COc1ccc(CC(=O)OCC(=O)NCCc2ccccc2)cc1OC	2	2	2	6	0	10	-1	6	7
Cc1ccc(C(=O)Nc2ccc(NC(=O)c3cccs3)cc2)cc1[N+](=O)[O-]	-3	-1	-4	-2	1	0	1	-4	-4
O=C(O)C1CC(O)CN1C(=S)Nc1ccccc1 (centres undefined)	4	3	-4	2	1	3	3	6	-1
CC1CN(C(=O)/C=C/c2ccccc2[N+](=O)[O-])CC(C)O1 (centres undefined)	8	4	-5	2	4	8	-3	1	-7
NC(=O)CSc1ncnc2c1cnn2Cc1ccccc1	1	-2	9	3	0	6	7	-10	2
COc1ccccc1N1CCN(C(=O)C2=CC=CN3CCS(=O)(=O)N=C23)CC1	-3	-1	9	-2	-4	-1	2	.	5

Record cards, from the list above:
Results for Cc1ccc(C(=O)Nc2ccc(NC(=O)c3cccs3)cc2)cc1[N+](=O)[O-] → PAFAH1B2 FP inh = -3; pPAFAH inh = -1; PREPL inhibitor = -4; LYPLA1 counter = -2; PME-1 primary = 1; LYPLA2 inh = 0; PAD4 FP inh = 1; GSTO1 counter = -4; PAFAH1B3 inh = -4
Results for Cc1c(C)c2cc(Cl)c(OCC(=O)NCCCn3ccnc3)cc2oc1=O → PAFAH1B2 FP inh = 6; pPAFAH inh = 1; PREPL inhibitor = 3; LYPLA1 counter = 2; PME-1 primary = -3; LYPLA2 inh = 4; PAD4 FP inh = -1; GSTO1 counter = 1; PAFAH1B3 inh = 9

Next part
SMILES	PAFAH1B2 FP inh	pPAFAH inh	PREPL inhibitor	LYPLA1 counter	PME-1 primary	LYPLA2 inh	PAD4 FP inh	GSTO1 counter	PAFAH1B3 inh
CCOc1ccc(/C=N/NC(=O)C(O)c2ccccc2)c(O)c1 (centres undefined)	2	1	2	-4	-4	-8	-1	12	11
COc1ccc(OC)c(C(=O)CSc2nc3ncccc3[nH]2)c1	6	-1	10	-1	-2	3	-2	-4	10
Cc1cc(C)nc(-n2nc(C)cc2NC(=O)c2cc3ccccc3oc2=O)n1	0	-2	-1	1	-5	-11	1	-10	9
O=C(N/N=C1\CCSc2ccc(F)cc21)c1cccnc1	3	7	0	0	0	-1	4	5	5
COC(=O)CN1C(=O)COc2ccc(S(=O)(=O)N3CCCC3)cc21	3	1	18	1	6	0	-5	1	1
[O-]/C(=C(\C(=S)Nc1ccccc1F)[n+]1ccccc1)c1ccc(-c2ccccc2)cc1	3	17	-4	-6	-4	0	-6	-1	-3
COc1cc(OC)cc(C(=O)NC(=S)Nc2ccc(NC(=O)c3ccco3)cc2)c1	-3	5	-1	1	-5	-5	-7	-4	14
O=C(CCc1ccccc1)NNC(=S)NCc1ccc(Cl)cc1	25*	28*	-36	0	2	2	-3	1	7
Cc1[nH]c(=O)[nH]c(=O)c1S(=O)(=O)N1CCCC(C(=O)NCc2ccco2)C1 (centres undefined)	7	0	-2	-2	-3	-4	-3	-4	-4
O=C(Nc1ccc(F)cc1F)c1cc2n(n1)C(C(F)(F)F)C1CCCCC1N2 (centres undefined)	-6	1	-1	-2	-3	0	0	2	-2
Cc1ccc(C)c(NC(=O)CN(C)S(=O)(=O)c2ccc(F)cc2)c1	1	-3	-2	-3	3	-4	3	5	0
CC(=O)Nc1ccc(OCC(O)CN2CCN(c3cc(Cl)ccc3C)CC2)cc1 (centres undefined)	-3	4	9	2	-2	7	-1	1	2
CCC(CC)NC(=O)COC(=O)c1ccc(OCC(=O)Nc2ccccc2OC)c(OC)c1	-6	-1	-1	-1	4	2	1	-4	3
Cc1ccc(NC(=O)CN(C)C(=O)/C=C/c2cccc(F)c2)cc1	5	1	-10	-2	1	-3	0	1	14
O=C(NCc1ccccc1)C1=C[C@H](C2CCCCC2)C[C@H](OCCCCO)O1	0	-4	3	0	2	-2	3	1	4
COC(=O)c1ccccc1NC(=O)CSc1ccccc1	11	-1	-4	0	6	4	-1	-1	-3
CCCCn1c(=O)[nH]c(=O)c2c1nc(-c1ccc([N+](=O)[O-])cc1)n2CC	8	2	14	1	1	2	1	6	6
CCn1nc(NC(=O)C(C)C)c2cc3ccc(C)cc3nc21	9	2	5	3	4	13	-9	-1	2
O=C(CN1N=C(c2ccccc2)CCC1=O)NCc1ccco1	.	1	1	0	1	-3	-5	-1	.
NC(=O)CC(NC(=O)Cc1ccc(Br)cc1)c1ccc(NCc2ccccn2)c([N+](=O)[O-])c1 (centres undefined)	18	3	4	-2	2	4	1	11	9
CN(C)CCCNC(=O)C(=O)NCC(c1cccs1)S(=O)(=O)c1ccc(F)cc1 (centres undefined)	-1	3	3	3	6	8	0	2	-6
CCCn1c(SCC(=O)N2CCCCC2)nnc1-c1ccccn1	.	2	5	-4	-2	3	-4	-4	.
COC(=O)C1CCN(C(=O)COC(=O)c2oc3ccc(OC)cc3c2C)CC1	3	-2	-7	-2	3	-8	-1	0	8
CCN(CC(=O)Nc1ccccc1C(F)(F)F)C(=O)c1cc(S(=O)(=O)N2CCCCCC2)ccc1OC	1	4	2	2	10	4	-3	1	5
Cc1nn(-c2ccc(F)cc2)c(Cl)c1/C=C/C(=O)OCC(=O)Nc1ccc(F)cc1F	1	-1	-5	-6	2	-2	-3	4	-3

(list continues)
SMILES	PAFAH1B2 FP inh	pPAFAH inh	PREPL inhibitor	LYPLA1 counter	PME-1 primary	LYPLA2 inh	PAD4 FP inh	GSTO1 counter	PAFAH1B3 inh
CCCCNC(=O)c1cn(C)c2ccc(S(=O)(=O)N3CC(C)CC(C)C3)cc2c1=O (centres undefined)	7	4	-4	-1	-9	-9	-1	3	0
COC(=O)CN1C(=O)C(C)(C)Oc2ccc(C(=O)Nc3cccc(OC)c3)cc21	2	3	-5	1	6	-2	1	1	8
CCS(=O)(=O)c1nnnn1-c1ccccc1S(C)(=O)=O	4	1	2	1	7	1	-3	3	5
Fc1ccc(-c2ncc3ccccn23)cc1	3	-3	-4	-4	2	-1	2	12	3
COc1ccc(C2=NOC(C(=O)Nc3cccnc3Cl)C2)cc1 (centres undefined)	4	3	-2	-3	-4	0	-6	2	3
COc1ccc(N2CCN(c3nc4ccccc4n3CC(=O)c3ccccc3)CC2)cc1	4	2	3	-1	-4	3	-1	-2	3
O=C(CCC1CCCN(c2ncccn2)C1)NCc1ccccc1F (centres undefined)	0	2	2	-5	1	-4	-2	-3	2
Clc1ccc(Oc2ncnc3oc(-c4ccccc4)cc23)cc1	-2	2	6	4	6	6	0	2	-1
CCOc1cc(CNCCSc2nnnn2C)cc(Br)c1OCc1ccccc1	6	10	-34	-3	3	0	-4	-6	5
Cc1cccc(C)c1OCC(O)CN (centres undefined)	5	-2	12	3	0	0	-4	5	3
O=C(Cc1ccccc1)Nc1ncccn1	7	6	2	-3	2	0	-7	1	5
CC(C)(C)n1ncc2c(=O)n(CC(=O)NCc3ccco3)cnc21	1	5	1	1	4	0	-2	11	-7
CCn1cnc2c1c(=O)n(CC(=O)O)c(=O)n2Cc1ccccc1	23	1	6	7	-1	0	4	3	7
CCCCN(C(=O)COC(=O)c1ccccc1)c1c(N)n(CCC)c(=O)[nH]c1=O	-2	1	20	.	.	.	-1	.	6
CCCCCn1c(SCCc2ccccc2)nc2c1c(=O)[nH]c(=O)n2C	6	-1	6	-2	12	1	7	8	-5
O=C(Cn1cc(C(=O)C(F)(F)F)c2ccccc21)NCc1ccco1	-2	7	1	2	4	0	1	9	-2
C=C(C)c1cccc(C(C)(C)NC(=O)Nc2ccc(C(C)=O)cc2)c1	4	-4	-12	-7	-4	-9	-2	1	-1
O=C(CSc1ccccc1)NCCc1ccc(F)cc1	27*	-1	-1	2	1	6	2	5	-1
CCOC(=O)c1ccc(NC(=S)NCc2ccccc2)cc1	4	-11	5	-4	-1	-12	-1	3	3
Cn1cc(CN2CCCC(C(=O)c3ccc(-c4ccccc4)c(F)c3)C2)cn1 (centres undefined)	4	8	-29	0	-4	2	5	-1	9
Cc1cc2nc(C)n(CCCNC(=O)Nc3ccc(F)cc3)c2cc1C	6	1	-4	-3	-4	-6	-2	-2	5
Cc1ccc(-c2nc(CSCC(=O)Nc3cc(C)on3)c(C)o2)cc1	12	0	1	3	-3	-1	1	-1	0
Cc1ccc(Nc2nc(NCCO)nc(N3CCCC3)n2)cc1	3	2	4	-3	4	3	1	-3	11
CC1(C)CC(=O)/C(=C(\O)c2ccccc2)C(=NCCO)C1	6	1	-2	1	-7	3	4	1	4
Cn1c(CNc2nc(-c3ccccc3)cs2)nnc1SCC(=O)c1ccccc1	-1	5	3	-4	7	1	2	16	0
CC(C)(C)c1ccc(OCC(O)CN2CCN(C(=O)c3ccccc3)CC2)cc1 (centres undefined)	2	8	7	5	-2	8	-4	-8	8
CCN(c1cccc(C)c1)S(=O)(=O)c1ccc2c(c1)CCN2C(C)=O	10	-4	-1	-2	5	4	3	0	0
CC(C)(C)C(=O)CSc1nnc(Nc2ccccc2)s1	5	5	0	0	-2	5	3	17	5
Cc1ccc(C(=O)O/N=C(\c2ccccc2)c2ccncc2)cc1	.	22	88*	3	-3	3	0	1	.

Bioassay records from PubChem.
